INS-1E GSIS act: primary screen for activators of insulin secretion dependent on glucose, INS-1E cells, GLuc reporter luminescence; AID 743287; actives 0.61% (n = 370,000); INS-1E GLuc reporter insulin secretion, 2-3 h; activation, % at 16.6 µM;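 active = lowest replicate activation of at least 40%, so every replicate reaches that level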;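 also: 0% = median of neutral control wells and 100% = median of IBMX positive control wells; some compounds called inactive have numbers as strong as hits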
PAX8 inh HTS: lowers PAX8-driven luciferase in RMG-I cells | RMG-I TPO-luciferase reporter, SteadyGlo, 24 h | inhibition, % at 12.6 µM | actives 1.2% (n = 360,000) | AID 652154;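 active = mean replicate inhibition at least 60% with every replicate also reaching 60%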;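 also: luciferase light reporting Pax8 driven TPO promoter activity; plate controls were median of neutral control wells for no effect and mitoxantrone controls for full effect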
ARNT-TACC3 inh: disrupts binding between human ARNT and TACC3; AlphaScreen His-ARNT PAS-B/GST-TACC3 binding, luminescence; TACC3 fragment carries E629A point mutation; inhibition, % at 9.99 µM; actives 0.66% (n = 390,000);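 active = mean inhibition of replicates at least 50% and at least half of replicates each reaching 50%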;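 also: 0% = complete ARNT plus TACC3 wells and 100% = ARNT alone without TACC3; many hits fall short of the cut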
PGC1a acetyl inh: modulators of PGC1a acetylation; AID 651687; actives 0.17% (n = 350,000); inhibition, % at 15.6 µM; U2OS PGC1a acetylation, AlphaScreen anti-acetyl-lysine; with virally co-expressed GCN5 acetyltransferase;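 active = every replicate shows inhibition of at least 40%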;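 also: 0% = neutral control wells and 100% = positive control wells; some results beyond the cut were filed as inactive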
Cneo AK release: Cryptococcus neoformans lysis via adenylate kinase release. lysis activity, % at 15 µM. actives 0.2% (n = 360,000). C. neoformans lysis, adenylate kinase release luminescence, 4 h; normalised: neutral wells 0, clomiphene wells 100. AID 651654;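 active = mean lysis activity across replicates of at least 80%, whatever share of replicates individually reach that level; inactive = mean lysis activity below 80%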
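Assay system: log-phase C. neoformans yeast / Quantity: yeast cell density of 5 × 10^6 cells/mL / Medium: fresh YPD growth medium / Compound: single dose / Timing: static 4 h at 37 °C with compound, 1 h detection / Measured by: adenylate kinase release luminescence / Read-out: lysis from increased AK signal / Benchmarks: Clomiphene as positive lysis control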
LGR2 antag: inhibitors of bursicon-induced Drosophila LGR2 receptor cAMP signaling; actives 0.35% (n = 380,000); HEK293 LGR2, CRE-luciferase, bursicon-stimulated, 4 h; inhibition, % at 9.99 µM;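 active = drop in luminescence signal, shown as inhibition above about 50% in the replicate tests, limit read from the data, passing the limit was not always enough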;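 also: agonist challenge used bursicon conditioned medium at about half maximal strength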
PglD DTNB: inhibitors of Campylobacter jejuni PglD acetyltransferase | AID 602405 | inhibition, % at 12.5 µM | actives 0.098% (n = 360,000) | purified PglD enzyme, DTNB colorimetric CoA detection; in the data active = inhibition above about 16%, passing the limit was not always enough; also: strong numbers were not always called active
C2C12 statin: suppression of simvastatin myotoxicity; AID 602340; rescue of ATP level, % at 7.49 µM; C2C12 myotubes + simvastatin, ATP luminescence, 48 h; scaled: DMSO 0, geranylgeraniol control 100; actives 0.78% (n = 330,000);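 active = mean ATP rescue above about 67%, or every replicate alone reaching that limit, limit read from the data, passing the limit was not always enough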;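 also: myotubes were challenged with 10 µM simvastatin during compound exposure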
* marks the source's active call; other numbers are inactive results; / = no result given. The order is random. Share with any hit: about 2.9%.

Values run as follows: PGC1a acetyl inh	PglD DTNB	C2C12 statin	LGR2 antag	PAX8 inh HTS	ARNT-TACC3 inh	Cneo AK release	INS-1E GSIS act
Cc1ccc(Nc2nc(N)c([N+](=O)[O-])c(N3CCOCC3)n2)cc1
    /	/	/	-22	-1	-7	/	56*
CC1CN(c2ccc([N+](=O)[O-])c(NCCOc3ccccc3)c2)CCN1 (stereo unspecified)
    -8	9	0	-25	13	/	2	29
CC(=O)C(C(C)=O)C(c1ccccc1)c1nc2ccccc2[nH]c1=O (stereo unspecified)
    /	-2	0	10	-10	-20	-1	-1
O=C(Nc1ccc(F)c(F)c1)C1CCCN(S(=O)(=O)c2cnc[nH]2)C1 (stereo unspecified)
    1	3	97*	/	/	-13	-1	/
O=C(N/N=C/c1ccc([N+](=O)[O-])cc1)c1ccccc1OCc1ccccc1
    -13	-2	-14	1	-3	-1	0	1
COc1ccc(CNC2CCCCC2)cc1
    9	3	24	-3	/	-3	-2	5
C[C@@H]1CN([C@@H](C)CO)C(=O)c2cc(C#CCc3ccccc3)cnc2O[C@@H]1CN(C)Cc1ccc(C(=O)O)cc1
    -4	4	2	12	-16	3	2	-2
CCCN(CC(=O)Nc1ccccc1C)C(=O)c1ccc(OCc2c(C)noc2C)cc1
    /	-2	10	7	6	-7	4	-5
CCn1c(CCNC(=O)c2ccc(OC)c(OC)c2)nc2ccccc21
    -4	-1	2	/	/	-2	1	30
COc1cc(OC)c(C(=O)OCC(=O)NCCC2=CCCCC2)cc1OC
    15	-2	1	-5	16	/	1	-2
COC(=O)Cn1nc(C)c2ccccc2c1=O
    10	-5	/	/	8	/	-1	/
CCCCn1c(=O)c(CCC(=O)OCC(=O)NC(=O)NCCOC)nc2ccccc21
    -2	/	/	4	-32	0	/	-19
Cc1nnc(NS(=O)(=O)c2ccc(Br)cc2)s1
    5	0	3	11	11	-18	4	15
CC(=O)Nc1ccc2c(c1)C(=O)N(C)[C@H]1CC[C@H](CC(=O)NCc3ccccc3)O[C@H]1CO2
    5	-1	20	-1	-7	-14	-7	5
Cc1cc(C(=O)Nc2cccc3c2O[C@H](CN(C)S(=O)(=O)c2cccs2)[C@H](C)CN([C@H](C)CO)C3=O)n(C)n1
    0	4	-47	-10	/	-3	1	0
CO[C@@H]1CN(C)C(=O)c2cc(NC(=O)Nc3ccc(F)cc3)ccc2OC[C@H](C)NC[C@H]1C
    2	5	-8	5	/	-1	-4	-4
O=C(c1nc2ccccn2c1CN1CCCC(c2nc3ccccc3o2)C1)N1CCCC1 (stereo unspecified)
    /	/	/	-3	13	3	/	-5
COc1ccc(N2CCN(C(=O)CSc3nnc(C)c(=O)[nH]3)CC2)cc1
    -1	0	4	/	/	20	-3	/
C[C@H]1CN([C@@H](C)CO)C(=O)Cc2cc(NC(=O)c3ccncc3)ccc2O[C@H]1CN(C)C(=O)NC1CCCCC1
    -3	0	-2	0	-12	-8	-1	11
Cc1ccccc1OCC(=O)NS(=O)(=O)c1ccc(Cl)cc1
    -15	-4	3	-18	-19	-6	2	-4
COc1ccc2c3c([nH]c2c1)[C@@H](CO)NCC31CCN(Cc2ccc(F)cc2)CC1
    5	/	/	-4	-5	/	/	-11
COC(=O)C1=C(C(=O)OC)[C@@H]2N(Cc3ccccc3)c3ccccc3[C@@]23C[C@@H](C(=O)OC)N(C(=O)COCc2ccccc2)C3=N1
    3	-3	-11	/	/	-16	-2	/
CCN1CCN(C(=S)Nc2cc(S(=O)(=O)N(CC)CC)ccc2C)CC1
    /	/	/	-15	15	-3	/	-37
O=C(C[C@H]1CC[C@@H](NC(=O)Nc2ccccc2F)[C@H](CO)O1)NCc1ccc(-c2ccccc2)cc1
    -10	/	/	-17	8	/	/	8
COC(=O)Nc1ccccc1C(=O)N1CCC(O)(c2ccc(Cl)cc2)CC1
    8	-1	/	-2	/	-5	4	-4
Cn1nc(C(F)(F)F)c(-c2ccccc2)c1NC(=O)c1ccco1
    -1	/	7	3	-18	-6	/	-16
COc1ccc(C)cc1S(=O)(=O)NC(C)C(=O)Nc1ccc2c(c1)OCO2 (stereo unspecified)
    -30	2	17	4	-48	5	3	16
CC(C)c1nnc(NC(=O)Cn2nc(-c3ccc4c(c3)OCCO4)ccc2=O)s1
    /	2	6	/	/	23	-1	/
COCC(=O)N(C)C[C@H]1Oc2cc(C#C[C@H](C)O)ccc2S(=O)(=O)N([C@H](C)CO)C[C@H]1C
    12	-1	5	-3	/	18	0	5
CCOCCCNC(=O)N[C@@H](C)C(=O)OC
    5	-2	-6	/	/	-8	-1	/
COc1ccc(NC(=O)CCn2c(=O)c3cccn3c3ccccc32)cc1
    /	-3	10	-12	12	1	1	19
CC(=O)c1cccc(NC(=O)c2noc3c2CCc2ccccc2-3)c1
    8	0	-5	-70	-76	-3	-5	1
Cn1c(=O)oc2cc(S(=O)(=O)NCc3ccc(F)cc3)ccc21
    /	4	/	3	19	-4	-6	18
OC(CC#CCN1CCCCC1)(c1ccccc1)c1ccccc1
    -4	27*	4	-7	12	1	4	-1
CCOCC(=O)Nc1nnc(COC)s1
    11	-3	-1	/	/	14	6	/
C[C@@H]1CN([C@@H](C)CO)C(=O)c2cc(-c3ccccc3)cnc2O[C@@H]1CN(C)C(=O)NC1CCCC1
    1	0	-23	-16	9	-11	-6	2
CN(C(=O)c1c[nH]c(=O)cc1C(F)(F)F)c1ccc(Cl)cc1
    5	/	/	0	-1	2	/	12
CC1CCC2(CC1)NC(=O)N(CC(=O)N1CCN(C(=O)c3cccs3)CC1)C2=O (stereo unspecified)
    /	-1	0	-3	-2	4	1	17
COc1ccccc1NC(=O)N[C@H]1CC[C@@H](CCNC(=O)Cc2ccccn2)O[C@@H]1CO
    -1	5	2	-21	17	12	1	1
CCC(c1nnnn1Cc1ccccc1)N1CCN(c2ccccc2)CC1 (stereo unspecified)
    -2	/	/	27	-3	-10	/	-13
CCc1ccc(NC(=O)c2ccc(C3SCC(=O)N3CCc3ccccc3)cc2)cc1 (stereo unspecified)
    4	-2	9	/	-13	4	0	2
Cc1ccnc(NC(=O)CCC(=O)N(CC(=O)NC2CCCCC2)c2ccc3c(c2)OCO3)c1
    -11	-1	11	/	/	2	-6	/
O=C1CN(C(=O)CN2CCN(S(=O)(=O)c3ccccc3)CC2)c2ccccc2N1
    16	-1	4	-1	11	/	11	/
NCCNCCNCCN
    1	0	4	-10	-17	19	-1	-4
CC(C)=NOCC(=O)Nn1c(COc2c(C)cccc2C)nc2ccccc2c1=O
    /	/	2	2	-4	3	/	4
Cc1nc2ccccn2c1C(=O)N/N=C/c1ccccc1Cl
    2	4	-2	-2	-6	0	-2	6
O=C(C[C@H]1C[C@H]2c3cc(NC(=O)Nc4ccc(C(F)(F)F)cc4)ccc3O[C@H]2[C@H](CO)O1)NCc1ccccn1
    -7	3	-1	14	-25	8	3	9
CC(SCc1cc(=O)n2c([nH]c3ccccc32)c1C#N)C(=O)O (stereo unspecified)
    4	-3	/	2	-7	5	3	4
COCC#Cc1cnc2c(c1)C(=O)N([C@H](C)CO)C[C@@H](C)[C@H](CN(C)C(=O)Cc1cccnc1)O2
    0	-2	/	0	/	-3	1	22
COc1ccc(NC(=O)N(C)C[C@H]2OCc3cnnn3CCCC(=O)N([C@H](C)CO)C[C@H]2C)c(OC)c1
    6	1	-5	2	10	-5	-11	11
COc1cccc(CNC(=O)C2CCC(CNS(=O)(=O)c3cccc4nsnc34)CC2)c1 (stereo unspecified)
    -1	-4	3	12	13	-2	1	-14
CCn1c2ccc(C)cc2c2nnc(NN)nc21
    11	-7	/	-3	9	13	-3	3
N=C(N)Sc1nc(N2CCCCC2)nc(N2CCCCC2)n1
    -4	/	4	-5	1	-2	/	-10
CCc1nc2ccc(C(=O)N(CC)CCN(C)C)cn2c1N(CC)CCOC
    5	7	41	-14	-1	/	1	3
O=C(NCc1ccc2c(c1)OCO2)c1cc(-c2ccccc2Cl)on1
    -3	3	27	/	-28	-3	0	/
Cc1c(Cl)cccc1N1C(=O)C(N2C(=O)c3cccc([N+](=O)[O-])c3C2=O)C1c1cccs1 (stereo unspecified)
    12	-2	17	2	/	-16	2	10
O=C(NCc1ccccc1)c1ccc(CS(=O)(=O)Cc2ccc(F)cc2)o1
    -18	-2	-4	-2	-2	-8	-9	-18
C[C@@H]1CCCCO[C@@H](CN(C)Cc2ccc(C(=O)Nc3ccccc3N)cc2)[C@@H](C)CN([C@H](C)CO)C(=O)c2cc(NC(=O)CCC(F)(F)F)ccc2O1
    -2	/	/	3	1	/	/	3
CN(C)c1cccc(C(=O)NCCCSc2ccccc2)c1
    /	4	7	-14	-44	3	3	1
CO[C@@H]1CN(C)C(=O)c2ccc(NC(=O)Cc3ccccc3)cc2OC[C@@H](C)NC[C@@H]1C
    4	0	2	6	2	-1	-2	-5

INS-1E GSIS act: what is marked active above.
Molecule | PGC1a acetyl inh | PglD DTNB | LGR2 antag | ARNT-TACC3 inh | INS-1E GSIS act
Cc1ccc(Nc2nc(N)c([N+](=O)[O-])c(N3CCOCC3)n2)cc1 | / | / | -22 | -7 | 56*

Some values from the list.
Entry of `CCn1c2ccc(C)cc2c2nnc(NN)nc21` under PGC1a acetyl inh: 11
Entry of `O=C(NCc1ccc2c(c1)OCO2)c1cc(-c2ccccc2Cl)on1` under Cneo AK release: 0

Following part
Values run as follows: PGC1a acetyl inh	PglD DTNB	C2C12 statin	LGR2 antag	PAX8 inh HTS	ARNT-TACC3 inh	Cneo AK release	INS-1E GSIS act
CNC(=O)c1cc(Cl)c(OC)c(OC)c1
    -8	-7	/	/	6	-6	0	/
CCC(CO)Nc1ncnc2onc(-c3ccc(F)cc3)c12 (stereo unspecified)
    -5	4	-3	-1	9	-2	-3	12
c1ccc2c(NC3=NCCCCS3)cccc2c1
    -5	2	-2	/	-7	4	-3	/
CCOc1cc(-n2cnnn2)c(OCC)cc1NC(=O)c1cnccn1
    25	-2	8	/	/	-2	-1	/
C[C@@H]1CN([C@H](C)CO)C(=O)Cc2cc(NC(=O)Nc3ccc4c(c3)OCO4)ccc2O[C@@H]1CN(C)S(=O)(=O)c1cn(C)cn1
    5	0	-33	-15	-4	2	0	5
COc1ccccc1NC(=S)NCCc1ccccc1
    -4	0	-9	/	/	0	22	/
CCOc1cc(C2NC(=O)NC(C)=C2C(=O)OC(C)CC)cc(Br)c1O (stereo unspecified)
    9	-3	-2	/	-11	-1	2	/
Cc1noc(C)c1C(=O)NC1CCCc2ccccc21 (stereo unspecified)
    2	/	1	-4	/	1	/	-17
CN(CC(=O)Nc1ccc(Cl)c(C(F)(F)F)c1)CC(=O)NC1CCCCC1
    -6	2	-5	/	/	-2	0	/
CCOC(=O)c1c(NC(=O)C2=C(C)NC(=S)NC2c2ccc(F)cc2)sc(C)c1C (stereo unspecified)
    /	/	/	6	17	6	/	18
COc1ccc(C2=NN(CC(=O)Nc3cc(C)ccc3C)C(=O)CC2)cc1
    -9	-1	-10	0	27	2	-7	23
CC[C@@]12C(=O)N(c3cccc(Br)c3)C(=O)N1[C@H](c1ccc(OC)cc1)[C@@H]1C(=O)N(C(C)(C)C)C(=O)[C@@H]12
    7	-3	1	18	17	4	2	-26
C[C@@H]1CC=C[C@H]2[C@H]1C(=O)N(Cc1ccccc1)[C@H]2c1ccc(Br)cc1F
    -8	-2	-7	/	4	0	-4	/

Bioassay records: PubChem BioAssay, Broad Institute
